Source: PubChem
ANO1 activ: activators or potentiators of mouse TMEM16A chloride channel; Q8BHY3; 0.3% of 340,000 active; AID 623877; HEK293 TMEM16A/YFP-H148Q/I152L, iodide quench fluorescence; stronger effect = lower value; B-score at 10 µM;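 active means fluorescence-ratio B-score plate-corrected deviation score at least 3 library SD below zero, with starting fluorescence score within 5 deviations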;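 further: channel opened by trigger with iodide after compound preincubation; score built on the fluorescence ratio of max minus min over baseline; more negative score means more quench and so TMEM16A activation or potentiation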
TMEM16A inh: mouse TMEM16A channel inhibition, primary screen | HEK293 TMEM16A/YFP iodide influx fluorescence, ionomycin | Q8BHY3 | normalized B-score (activity score, 25-100; higher = stronger inhibition) at 10 µM | 1.2% of 310,000 active;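 active means ratio plate-corrected score three or more library SD toward inhibition, starting fluorescence score within five deviations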;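 further: score derived from kinetic fluorescence span divided by baseline fluorescence per well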
RGS4 block: inhibitors of human RGS4; P49798; HEK293 M3R/RGS4 inducible, Fluo-4 calcium flux; stronger effect = higher value; triggered by carbachol at its EC20; B-score at 10 µM; 0.45% of 310,000 active; AID 463165;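 active means B-score, a plate-corrected calcium signal, over three deviations above library mean, with baseline fluorescence within five deviations of library mean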;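 further: RGS4 expression induced by doxycycline in cells with stable M3 receptor; B-score is computed from the integrated fluorescence ratio over baseline after carbachol; higher B-score means a larger calcium signal and so more RGS4 inhibition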
MrgX1 PAM: allosterically activates human MrgX1 receptor signaling | MrgX1-HEK293, Fluo-4 calcium flux, FDSS; stronger effect = higher value | B-score at 10 µM | 0.63% of 310,000 active | AID 588675;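 active means plate-corrected calcium response at least 3 library SD above typical, normal starting fluorescence, not activating the receptor alone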;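 further: compound read alongside a low EC10 to EC30 dose of BAM8-22 agonist; peak minus trough fluorescence over baseline measured at the second addition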
MrgX1 ag: human MrgX1 receptor agonism, primary screen. 0.44% of 310,000 active. B-score at 10 µM. Q96LB2. MrgX1-HEK293 cells, Fluo-4 calcium fluorescence, agonist mode; stronger effect = higher value;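 active means calcium response B-score plate-corrected fluorescence ratio at least 3 library SD, with starting fluorescence B-score inside 5 SD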
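times = overnight plating, then 30 min 37 °C plus 30 min room-temperature dye loading | assay system = stable human MrgX1 HEK293 cell line | input = fifteen thousand cells per well | signal = kinetic calcium dye fluorescence, Fluo-4 NW | dosing = compound delivered in addition one of three | read-out = B-scored fluorescence response ratio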
TRPC4 PAM: allosteric potentiators of mouse TRPC4 channel. Q9QUQ5. HEK293 TRPC4beta/mu-opioid, DAMGO EC20, Fluo-4 Ca2+ flux; stronger effect = higher value. B-score at 10 µM. 0.42% of 310,000 active. AID 2227;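 active means B-score of calcium response area above 5 SD of library B-scores, with initial fluorescence ratio within 5 SD of library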;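 further: B-score of integrated fluorescence ratio over time as area under calcium response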
Target sequence (Q9QUQ5 whole entry, looked up): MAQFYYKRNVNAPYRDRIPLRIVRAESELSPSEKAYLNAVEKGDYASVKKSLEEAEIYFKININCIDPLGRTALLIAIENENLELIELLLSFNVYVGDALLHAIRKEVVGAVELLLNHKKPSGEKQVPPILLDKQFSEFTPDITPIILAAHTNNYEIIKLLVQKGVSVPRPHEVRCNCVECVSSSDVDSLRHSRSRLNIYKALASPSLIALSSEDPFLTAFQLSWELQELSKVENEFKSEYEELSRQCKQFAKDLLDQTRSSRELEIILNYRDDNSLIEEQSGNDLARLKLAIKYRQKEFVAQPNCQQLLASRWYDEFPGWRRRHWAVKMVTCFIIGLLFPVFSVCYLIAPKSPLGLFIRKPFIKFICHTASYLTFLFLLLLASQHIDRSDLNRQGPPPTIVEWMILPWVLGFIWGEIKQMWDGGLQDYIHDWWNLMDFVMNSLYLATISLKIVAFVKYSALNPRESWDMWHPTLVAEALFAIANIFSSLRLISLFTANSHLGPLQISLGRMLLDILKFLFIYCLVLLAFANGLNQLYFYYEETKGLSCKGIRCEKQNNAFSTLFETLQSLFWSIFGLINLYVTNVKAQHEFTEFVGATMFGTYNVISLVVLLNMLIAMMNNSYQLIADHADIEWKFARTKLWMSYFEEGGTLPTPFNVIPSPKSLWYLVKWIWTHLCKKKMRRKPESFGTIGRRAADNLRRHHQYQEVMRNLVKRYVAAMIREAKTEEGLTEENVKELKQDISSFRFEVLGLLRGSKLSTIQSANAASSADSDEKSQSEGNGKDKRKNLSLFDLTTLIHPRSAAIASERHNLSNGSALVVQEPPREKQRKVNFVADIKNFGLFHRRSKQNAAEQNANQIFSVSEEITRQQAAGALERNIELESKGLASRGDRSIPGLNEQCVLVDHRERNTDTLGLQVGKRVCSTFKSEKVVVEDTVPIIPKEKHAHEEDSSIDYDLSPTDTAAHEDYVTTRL
TRPC6 inh: blocks the mouse TRPC6 cation channel | HEK293-TRPC6, membrane potential dye, ACh-evoked depolarization; stronger effect = lower value | B-score at 10 µM | 1.1% of 310,000 active;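 active means B-score under library mean minus 3 SD, initial fluorescence not abnormally high, positive integrated signal ratio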;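 further: B-score derived from integrated fluorescence ratio over the kinetic read; more negative B-score means stronger inhibition of depolarization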
TRPC4 agonist: activators of mouse TRPC4 channel; 0.49% of 310,000 active; AID 2237; HEK293 TRPC4beta/mu-opioid, Fluo4 calcium fluorescence; stronger effect = higher value; B-score at 10 µM; Q9QUQ5;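 active means B-score above 5 SD of library B-scores, and initial fluorescence ratio not above library mean plus 5 SD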;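 further: positive B-score marks a calcium rise read as TRPC4 activation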
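Test system: HEK293 cells stably co-expressing mouse TRPC4beta and mu-opioid receptor | Schedule: Fluo4 dye loading 45 min at room temperature, 110 s recording | Measured by: Kinetic Fluo4 calcium fluorescence, 5 s baseline at 1 Hz | Evaluation: B score of integrated ratio | Controls: Buffer (low) and maximal DAMGO (high)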
TRPC4 inh: TRPC4 (mouse) channel inhibition. AID 2247. HEK293 TRPC4beta/mu-opioid, DAMGO-evoked Fluo4 calcium flux; stronger effect = lower value. B-score at 10 µM. 0.39% of 300,000 active;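 active means B-score over 3 SD under the library average, no early fluorescence shift, positive overall ratio signal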
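Test system – stable TRPC4beta/mu-opioid receptor HEK293 cells · Probe or stimulus – DAMGO, a submaximal dose followed by a maximal one · Dosing – one concentration per compound · Signal – Fluo4 calcium fluorescence by kinetic imaging, 5 s 1 Hz baseline · Evaluation – per-well B score of integrated baseline-normalized Fluo4 ratio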
MrgX1 antag: human MrgX1 receptor antagonism, primary screen; 1.3% of 310,000 active; B-score at 10 µM; MRGX1-HEK293 calcium flux, Fluo-4, BAM8-22 antagonism; stronger effect = lower value; Q96LB2; AID 588676;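 active means calcium-response B-score plate-corrected more than 3 library SD below zero, starting fluorescence within 5 deviations, no agonist response on first addition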;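 further: peak minus trough fluorescence over baseline after final BAM8-22 challenge near maximal dose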
TRPC6 activator: mouse TRPC6 channel activation; Q61143; 0.13% of 310,000 active; HEK293-TRPC6 membrane potential dye fluorescence; stronger effect = higher value; AID 2550; B-score at 10 µM;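 active means B-score of the integrated fluorescence ratio above library mean plus 3 SD, and starting fluorescence ratio within library mean plus 5 SD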;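 further: higher score means more depolarization so channel activation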
The depositor's hits bear a star; i = inactive; x = not tested or not shown.

Compound,TRPC6 inh,TRPC4 PAM,TMEM16A inh,RGS4 block,MrgX1 antag,ANO1 activ,TRPC4 agonist,MrgX1 PAM,MrgX1 ag,TRPC6 activator,TRPC4 inh
Nc1nn(-c2ccccc2)c2ccc([N+](=O)[O-])cc12,i,i,i,i,i,i,i,i,i,i,i
COc1cccc(CNC(=O)CN2C(=O)COc3ccc(S(=O)(=O)N4CCC(C)CC4)cc32)c1,i,i,i,i,i,i,i,i,i,i,i
O=C(NNc1ccc(Cl)cc1)C1CCC1,i,i,i,i,i,i,i,i,i,i,i
CCCCC(=O)NC(c1cccc([N+](=O)[O-])c1)c1c(OC(C)=O)ccc2ccccc12 (configuration not stated),i,i,i,i,i,i,i,i,i,i,i
Cc1cc(NC(=O)CSc2nnc(C3CC3)n2C)no1,i,i,i,i,i,x,i,i,i,i,i
C/C=C/c1ccc(OCCNCc2ccccc2)c(OC)c1,i,i,i,i,i,i,i,i,i,i,i
CCCc1nc2cc(CC(=O)OC)ccc2o1,i,i,i,i,i,i,i,i,i,i,i
CC(=O)N1CCN(C(=O)/C(C#N)=C/c2ccc3c(c2)OCO3)CC1,i,i,i,i,i,i,i,i,i,i,i
CCOC(=O)c1nn(-c2ccccc2C)c2nc(-c3ccc(Cl)cc3)c(C#N)c(=O)n12,i,i,i,i,i,i,i,i,i,i,i
Cn1c(NC(=O)c2ccco2)c(-c2ccc(Cl)cc2)c(=O)c2ccccc21,i,i,i,i,i,i,i,i,i,i,i
Cc1ccc(C(NC(=O)N2CCOCC2)C(Cl)Cl)cc1F (configuration not stated),i,i,i,i,i,i,i,i,i,i,i
O=C(CSc1nnc(-c2ccccc2)n1Cc1ccccc1)NNC(=O)c1ccccc1O,i,i,i,i,i,i,i,i,i,i,i
Cc1cccc(NC(=O)CCS(=O)(=O)c2ccccc2)c1,i,i,i,i,i,i,i,i,i,i,i
N#Cc1ccc(OCCN2C(=O)NC3(CCSC3)C2=O)cc1 (configuration not stated),i,i,i,i,i,i,i,i,i,i,i
O=C(Nn1cnc2ccccc2c1=O)c1ccc(F)cc1Cl,i,i,i,i,i,i,i,i,i,i,i
CCN(CC)S(=O)(=O)c1ccc2oc(Nc3ccc(OC)cc3)nc2c1,i,i,i,i,i,i,i,i,i,i,i
CN(C)[C@@H]1CCC[C@H]1OC(=O)C(c1ccccc1)c1ccccc1,i,i,i,i,i,i,i,i,i,i,i
N/C(=N\OC(=O)c1cccc(Cl)c1)c1ccncc1,i,i,i,i,i,i,i,i,i,i,i
CN(C)c1ccc(NS(=O)(=O)c2ccc(Cl)cc2)cc1,i,i,i,i,i,i,i,i,i,i,i
CCOc1cc(/C=N/NC(=O)C2CC2)ccc1OC(C)C,i,i,i,i,i,i,i,i,i,i,i
CC(=O)Nc1ccc(C(=O)N/C(=C/c2ccccc2)C(=O)Nc2cccc(C(=O)O)c2)cc1,i,i,i,i,i,i,i,i,i,i,i
O=C(CSc1nnc(-c2ccccc2O)o1)Oc1ccc(OCc2ccccc2)cc1,i,i,i,i,i,i,i,i,i,i,i
CC(=O)NCCNC(=O)c1cc(-c2cccc3ccccc23)nc2ccccc12,i,i,i,i,i,i,i,i,i,i,i
CCc1nnc(NC(=O)C2(C)COC(c3ccccc3)OC2)s1 (configuration not stated),i,i,i,i,i,i,i,i,i,i,i
COc1ccc(CNC(=O)C(C)NCc2ccc(S(N)(=O)=O)cc2)cc1 (configuration not stated),i,i,i,i,i,i,i,i,i,i,-8*
CN(C)C(=O)c1cc2cc(Br)ccc2s1,i,i,i,i,i,i,i,i,i,i,i
Cc1ccc(Nc2nnc(SCC(=O)Nc3ccc(S(=O)(=O)N4CCOCC4)cc3)s2)cc1,i,i,i,i,i,i,i,i,i,i,i
COc1cc(C(=O)NC(C)C2CC3CCC2C3)cc(OC)c1OC (configuration not stated),i,i,i,i,i,i,i,i,i,i,i
O=C(c1cccc(C(F)(F)F)c1)N1CCN(C2CCCCC2)CC1,-5.62*,i,i,i,i,i,i,i,i,i,i
O=C(O)C1Cc2ccccc2CN1C(=O)c1ccccc1 (configuration not stated),i,i,i,i,i,i,i,i,i,i,i
Cc1cc(=O)oc2cc(OC(C)C(=O)NCC3CCC(C(=O)O)CC3)c(Cl)cc12 (configuration not stated),i,i,i,i,i,i,i,i,i,i,i
O=C(Nc1ccccc1)N1CCC(c2ccccc2)C1 (configuration not stated),i,i,i,i,i,i,i,i,i,i,i
O=C(Cn1ccc(C(F)(F)F)n1)N/N=C/c1ccc(N2CCOCC2)cc1,i,i,i,i,i,i,i,i,i,i,i
CC1CCN(c2ccc(/C=N/n3nnnc3N)cc2[N+](=O)[O-])CC1,i,i,i,i,i,i,i,i,i,i,i
O=S(=O)(c1ccc2c(c1)OCCCO2)N1CCNCC1,i,i,i,i,i,i,i,i,i,i,i
Cc1ccccc1C(=O)Nc1nc(=S)ss1,i,i,100*,i,i,i,i,i,i,i,i
Cc1cccc(C(=O)OCC(=O)NC(C)CCc2ccccc2)c1O (configuration not stated),i,i,i,i,i,i,i,i,i,i,i
COc1ccc(-c2nnc3sc(CN4C(=O)c5ccccc5C4=O)nn23)cc1,i,i,i,i,i,i,i,i,i,i,i
CSc1cccc(NC(=S)N(Cc2ccc(C)cc2)Cc2ccccn2)c1,i,i,i,i,i,i,i,i,i,i,i
CCNC(=O)NC(=O)C(C)OC(=O)CCS(=O)(=O)c1ccc(C)cc1 (configuration not stated),i,i,i,i,i,i,i,i,i,i,i
O=C(Nc1ccc(Br)cc1)c1ccc(-n2cnnn2)cc1,i,i,i,i,i,i,i,i,i,i,i
O=C(Nc1cccc(Br)c1)c1cc(S(=O)(=O)N2CCOCC2)cs1,i,i,i,i,i,i,i,i,i,i,i
COc1ccc(N2CCN(C(=O)c3cccc(Br)c3)CC2)c([N+](=O)[O-])c1,i,i,i,i,i,i,i,i,i,i,i
O=c1cc(O)n(-c2ccccc2)c(=S)[nH]1,i,i,i,i,i,i,i,i,i,i,i
N#CC1=C(S)N(c2ccccc2)C(c2cccs2)NC1=O (configuration not stated),i,i,i,i,i,i,i,i,i,i,i
Cc1nnc(SC/C=C/c2ccccc2)n(N)c1=O,i,i,i,i,i,i,i,i,i,i,i
CCOc1ccc(OCCOCCN2CCCC2)cc1,i,i,i,i,i,i,i,i,i,i,i
O=C(NCC(c1ccco1)N1CCc2ccccc2C1)C(=O)Nc1ccccc1 (configuration not stated),i,i,i,i,i,i,i,i,i,i,i
COc1cc(/C=N/n2cnnc2)ccc1Oc1nc(Cl)ncc1F,i,i,i,i,i,i,i,i,i,i,i
Cc1noc(C)c1COC(=O)CCOc1ccccc1,i,i,i,i,i,i,i,i,i,i,i
CC(=O)c1ccc(OCc2cc(C(=O)N(C)CCOc3ccc(C)cc3)no2)cc1,i,i,i,i,i,i,i,i,i,i,i
O=C(Nc1ccc2c(c1)OCCO2)C1CCCN1C(=O)Nc1ccc(F)cc1 (configuration not stated),i,i,i,i,i,i,i,i,i,i,i
O=C(CC(C(=O)O)N1CCOCC1)Nc1ccc(Cl)cc1 (configuration not stated),i,i,i,i,i,i,i,i,i,i,i
OCC[C@H]1C[C@@H](O)[C@H](O)[C@@]2(Cc3ccccc3O2)O1,x,x,i,x,i,i,x,i,i,x,x
CCOc1ccc(OCCSc2nc3ccccc3[nH]2)cc1,i,i,i,i,i,i,i,i,i,i,i
CCOc1cccc(N2C(=O)CC(N(CCc3ccc(OC)c(OC)c3)C(=O)CC)C2=O)c1 (configuration not stated),i,i,i,i,i,i,i,i,i,i,i
COc1ccc(OC)c(N=C2C(=O)Nc3ccccc32)c1,i,i,i,i,i,i,i,i,i,i,i
O=C(O)c1cc(Cl)c(Cl)cc1C(=O)N1CCCC1,i,i,i,i,i,i,i,i,i,i,i
CCCn1c(=O)c(C(=O)NCCc2ccc(OC)c(OC)c2)c(O)c2ccccc21,i,i,i,i,i,i,i,i,i,i,i
COC(=O)c1ccc(-n2c(C)cc(-c3csc(NC(=O)c4ccc(S(=O)(=O)N(C)C)cc4)n3)c2C)cc1,i,i,i,i,i,i,i,i,i,i,i

Additional records follow:
Compound,TRPC6 inh,TRPC4 PAM,TMEM16A inh,RGS4 block,MrgX1 antag,ANO1 activ,TRPC4 agonist,MrgX1 PAM,MrgX1 ag,TRPC6 activator,TRPC4 inh
Brc1ccc(-c2ccc(/C=N/Nc3nc4ccccc4[nH]3)o2)cc1,i,i,i,i,i,i,i,i,i,i,i
COc1ccccc1NC(=S)N(Cc1cccnc1)Cc1ccco1,i,i,i,i,i,i,i,i,i,i,i
CCCC(=O)c1c(NC(C)C)cc(C)oc1=O,i,i,i,i,i,i,i,i,i,i,i
COCCNC(=O)c1cc2c3ccccc3n(C)c2s1,i,i,i,i,i,i,i,i,i,i,i
CN(Cc1cn(C)nc1-c1ccccc1F)C1CCOC1 (configuration not stated),i,i,i,i,i,i,i,i,i,i,i
O=C(Nc1ccccc1)Nc1ccc2ccccc2n1,i,i,i,i,i,i,i,i,i,i,i
O=C(N/C(=C/c1ccc(F)cc1)C(=O)N1CCOCC1)c1ccccc1,i,i,x,i,x,i,i,x,x,i,i
Cc1ccc(C(=O)N2CCN(c3ccccc3)CC2)cc1C,i,i,i,i,i,i,i,i,i,i,i
Clc1cccc(N/N=C/c2ccc(N3CCOCC3)s2)c1,i,i,i,i,i,i,i,i,i,i,i

This is a random part of the collection. Share with any hit: about 5.8%.
